Source: PubChem
MRP resist rev: reverses drug resistance mediated by MRP; H69AR cells + 2 uM doxorubicin, CellTiter-Glo, 72 h; differential viability (reversal), % at 10 µM; 0.04% of 85,000 active;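 active = viability drop by adding the cancer drug above about 55%, with treated viability meeting a 40% cutoff, limit read from the data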;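 also: viability without doxorubicin minus viability with 2 µM doxorubicin for each compound; larger differential means the compound sensitizes cells more to doxorubicin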
NFkB transloc pot: enhances IL-1B driven NFkB nuclear translocation; HUVEC IL-1B NFkB p65 nuclear translocation imaging; AID 819; activation, % at 2 µM; 0.3% of 94,000 active;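 active = activation above 40%, about the mean plus 3 SD, also judged a hit on visual image review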;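 also: percent activation is computed from the nuclear over cytoplasmic p65 intensity ratio; values of inactives mirror those of a sister screen read the other way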
NFkB transloc inh: blocks IL-1B driven NFkB nuclear translocation in HUVEC cells; 0.43% of 94,000 active; inhibition, % at 2 µM; HUVEC IL-1B NFkB p65 nuclear translocation imaging;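 active = inhibition above about 30% together with a positive call from visual inspection of the well image, limit read from the data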;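 also: nuclear over cytoplasmic p65 intensity ratio measured by imaging; 0% = IL-1B stimulated DMSO wells and 100% = unstimulated DMSO wells; values of inactives mirror those of a sister screen read the other way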
Bcl-B displacement: displacers of TR3 peptide from Bcl-B, primary screen, selectivity assay for Bfl-1 inhibitor project, biochemical, fluorescence polarization | displacement, % at 20 µM; hits with a dose series show IC50 in µM | 0.11% of 96,000 active | FP displacement of FITC-TR3 peptide from Bcl-B; higher % means a stronger effect;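 active = displacement above 50% at 20 µM plus a fluorescence interference ratio under 1.5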;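 also: plate controls were wells without compound for no effect and wells lacking Bcl-B protein for full effect; a part of the inactive calls stands beside numbers as strong as those of hits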
PLAP inhibition: PLAP enzyme inhibitors, biochemical, luminescence, HTS (AID 690); 0.08% of 96,000 active; one-dose inhibition, % at 20 µM; IC50 in µM for titrated hits; purified PLAP, luminescent substrate; higher % means a stronger effect; in the data active = a potency from the dose series; inactive = the rest, 99 in 100 with inhibition below about 30%; also: strong numbers were not always called active
MRP resist rev cytotoxicity: further read-out of MRP resist rev, marked with its call; viability, %; H69AR cells, CellTiter-Glo, 72 h; measured here: cytotoxicity without doxorubicin
MRP resist rev with doxorubicin: further read-out of MRP resist rev, marked with its call; viability, %; measured here: viability with 2 uM doxorubicin; hits give low values
NFkB transloc inh cell count 2 µM: second read-out of NFkB transloc inh, no call of its own (marks repeat the call); cell count; measured here: cells passing quality filter;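 raw number of nuclei counted in each imaged well without normalization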
NFkB transloc pot cell count 2 µM: further read-out of NFkB transloc pot, marked with its call; cell count; measured here: cells passing quality filter
The depositor's hits bear a star; / = not tested or not shown.

SMILES	MRP resist rev	MRP resist rev cytotoxicity	MRP resist rev with doxorubicin	NFkB transloc pot	NFkB transloc pot cell count 2 µM	NFkB transloc inh	NFkB transloc inh cell count 2 µM	Bcl-B displacement	PLAP inhibition
COc1ccccc1C1NC(c2ccccc2OC)C(C)C(=O)C1C (stereo not drawn)	4.2	74.9	70.7	17.5	56	-17.5	56	-2.8%	-45.9%
COC(=O)c1ccc(C)c(NC(=O)CCSc2ccc(Cl)cc2)c1	/	/	/	1.0	113	-1.0	113	-3.7%	-11.3%
COc1cccc(NC(=S)NNC(=O)C(C)n2nc(C)c([N+](=O)[O-])c2C)c1 (stereo not drawn)	/	/	/	-0.7	121	0.7	121	-10.4%	-105.8%
CC1CN(C(=O)Cn2c(C(F)(F)F)nc3ccccc32)CC(C)O1 (stereo not drawn)	15.4	83.7	68.3	22.1	150	-22.1	150	2.6%	14.8%
CCN(CC)S(=O)(=O)c1csc(C(=O)NCc2ccccc2)c1	9.1	88.9	79.8	4.4	68	-4.4	68	-2.9%	3.3%
CCc1c(C(=O)Nc2ccccc2)c(C)[nH]c(=S)c1C#N	-8.7	95.5	104.2	-5.4	178	5.4	178	-2.0%	-17.6%
O=C(Nc1ccccc1)C(=O)Nc1ccccn1	/	/	/	3.9	115	-3.9	115	-0.3%	5.6%
CC(=O)c1cccc(NC(=O)N2CCCC2C(=O)Nc2cc(C)ccc2C)c1 (stereo not drawn)	5.8	90.4	84.6	10.1	105	-10.1	105	0.0%	4.8%
Cc1ccccc1-c1noc(-c2ccccc2F)n1	19.9	91.6	71.8	1.9	158	-1.9	158	0.5%	16.3%
Cc1cc(O)c(/C=N/c2ccccn2)c(=O)o1	-20.3	82.0	102.3	/	/	/	/	-4.4%	2.6%
CCOc1ccc2[nH]c(=O)c(CN(Cc3cccs3)Cc3nnnn3C(C)(C)C)cc2c1	-33.1	7.3	40.4	22.5	113	-22.5	113	-5.9%	6.5%
COCCn1c(N)c(C(=O)NCc2cccs2)c2nc3ccccc3nc21	/	/	/	16.5	79	-16.5	79	3.6%	-35.4%
CS(=O)(=O)N(CC(=O)NC1CCCCCC1)Cc1ccc(Cl)cc1	-1.9	90.7	92.6	5.6	193	-5.6	193	0.1%	5.2%
CN(Cc1nc2ccccc2n1C)C(=O)c1cccs1	7.4	94.5	87.1	6.0	124	-6.0	124	0.1%	4.5%
CCc1nc(Nc2ccc(N3CCN(C(C)=O)CC3)cc2)c2oc3ccccc3c2n1	-16.4	43.2	59.6	-7.3	174	7.3	174	29.7%	-38.2%
O=C(CN1C(=O)CCC1=O)Nc1ccc(Br)cc1	-19.6	39.5	59.1	/	/	/	/	-1.3%	4.6%
COc1cc(OC)cc(-c2nnc(SCC(=O)N(C(C)C)C(C)C)o2)c1	-3.8	72.3	76.1	0.6	82	-0.6	82	-0.8%	-56.8%
CC(=O)N(C1=C(O)c2ccccc2C(=O)C1=O)C1CCCCC1	/	/	/	10.6	174	-10.6	174	-1.2%	/
CCN(CC)Cc1c(O)ccc2c(-c3ccccc3)cc(=O)oc12	1.6	85.0	83.3	3.7	82	-3.7	82	5.5%	-5.7%
Cc1ccc(C(=O)OCc2nnc(-c3ccccc3)o2)o1	13.8	111.6	97.8	-4.0	72	4.0	72	5.3%	2.8%
O=C(Nc1c(C(=O)N2CCOCC2)cnn1-c1ccccc1)c1ccccc1	-6.4	83.2	89.6	/	/	/	/	-4.2%	-15.0%
COC(=O)c1cc2ccsc2n1CC(=O)NCC1CCCO1 (stereo not drawn)	11.8	97.1	85.2	1.9	116	-1.9	116	-9.3%	-5.9%
Cc1ccc(O)c(C(=O)c2cc(C#N)c(=O)n(-c3c(C)n(C)n(-c4ccccc4)c3=O)c2)c1	20.8	108.2	87.3	2.9	197	-2.9	197	-86.7%	-6.8%
CCCCn1c(CNC(=O)c2cccs2)nc2ccccc21	-0.2	84.6	84.8	6.6	128	-6.6	128	/	/
COCCNC(=O)c1ccccc1NC(=O)c1ccc(Cl)c(S(=O)(=O)Nc2ccc(C)cc2C)c1	/	/	/	13.8	95	-13.9	95	0.0%	-44.6%
COc1ccc(C(=O)COC(=O)C(C(C)C)N2C(=O)C3C4C=CC(C4)C3C2=O)cc1 (stereo not drawn)	14.8	96.8	82.0	2.2	159	-2.2	159	8.4%	-17.7%
CCc1nnc(NC(=O)C2CCCN2C(=O)Nc2ccccc2OC)s1 (stereo not drawn)	15.1	99.8	84.7	24.5	51	-24.5	51	4.0%	-12.8%
CC(=O)c1cccc(NC(=O)c2cc3ccccn3n2)c1	8.4	86.8	78.4	-0.4	79	0.4	79	-4.1%	18.9%
O=C(NCc1ccc(C(F)(F)F)cc1)C1CC(c2c(Cl)cccc2Cl)=NO1 (stereo not drawn)	/	/	/	14.1	172	-14.1	172	-6.2%	10.6%
CC(C(=O)Nc1ccccc1C(=O)N1CCOCC1)N(c1ccccc1)S(C)(=O)=O (stereo not drawn)	9.6	108.6	99.0	5.5	94	-5.5	94	/	/
CCCC(=O)C1=C(O)C(C(=O)OC)C(C)(C)CC1=Nc1ccncc1 (stereo not drawn)	-7.3	73.6	80.9	/	/	/	/	1.5%	-35.4%
COc1ccc(S(=O)(=O)NNC(=O)c2csc(-n3nc(C)cc3C(F)(F)F)n2)cc1	-12.2	70.1	82.3	1.1	46	-1.1	46	-3.6%	-38.4%
COC(=O)c1c(NC(=O)CN2CCN(c3ccccc3OC)CC2)c2c(C)cccc2n1C	-5.2	99.3	104.5	11.0	139	-11.0	139	-0.7%	-52.3%
COCCNc1c(-c2ccc(O)cc2)nc2ccc(Cl)cn12	9.8	77.8	68.0	4.3	113	-4.3	113	/	/
COc1ccc(CCNC(=S)Nc2cccc(C)c2)cc1	1.6	82.0	80.4	9.3	148	-9.3	148	-2.0%	43.5%
CCOC(=O)N1CCC(N2Cc3cccc(C(=O)Nc4ccc(OC)c(OC)c4)c3C2=O)CC1	5.2	55.6	50.4	0.5	150	-0.5	150	7.5%	-62.3%
COc1ccccc1-n1nnnc1SCC(=O)Nc1ccccn1	-26.5	55.8	82.3	6.5	62	-6.5	62	7.9%	10.1%
COc1cc2c(cc1OC)CN(C(=O)CCCN1C(=O)c3ccccc3C1=O)CC2	7.0	93.9	87.0	7.6	125	-7.6	125	-3.2%	-4.2%
CCC(C)NC(=O)COc1ccc(S(=O)(=O)N2CCOCC2)cc1 (stereo not drawn)	8.2	94.4	86.2	-2.3	154	2.3	154	-1.6%	-13.7%
COc1ccc(-c2cc(C(=O)NCc3cccnc3)no2)cc1OC	/	/	/	20.5	207	-20.5	207	0.9%	-9.1%
O=C(c1ccc(Br)cc1)N(C1=NCCCCS1)c1ccccc1	/	/	/	0.9	95	-0.9	95	-0.2%	3.3%
Cn1nnc(NC(=O)c2ccc(C(C)(C)C)cc2)n1	-5.5	87.2	92.7	16.6	125	-16.6	125	-1.8%	0.8%
O=C(CCN1C(=O)c2ccccc2C1=O)NCCC1=CCCCC1	20.6	100.8	80.2	-10.9	154	10.9	154	5.7%	/
CCOC(=O)c1cnc(SCc2nc(N)nc(Nc3ccc(F)cc3)n2)nc1N	-10.7	36.5	47.2	0.8	155	-0.8	155	-10.1%	5.2%
N#Cc1nc(Cc2ccccc2)oc1NCc1ccccc1	20.3	98.5	78.2	0.1	120	-0.1	120	/	/
Cc1ccc(Cn2ccc(NC(=O)c3noc4c3CCc3ccccc3-4)n2)cc1	4.7	103.2	98.4	0.5	181	-0.5	181	-2.1%	3.0%
CCOC(=O)c1nn(-c2ccc(C)c(C)c2)c(=O)c2c(N)scc12	15.3	97.7	82.4	-12.2	128	12.2	128	-50.9%	16.9%
CCOc1cc(C2C(C(=O)c3ccco3)=C(O)C(=O)N2CCc2ccccc2)ccc1O (stereo not drawn)	1.3	110.6	109.3	3.3	124	-3.3	124	22.3%	-4.6%
COc1ccc(/C=N/Nc2ncnc3scc(-c4ccccc4)c23)cc1OC	-17.1	51.9	69.0	-4.3	173	4.3	173	6.4%	-53.0%
CCSc1cc(N2CCCC2)nc(-c2ccc(F)cc2)n1	/	/	/	-7.5	132	7.5	132	-9.7%	-7.0%
c1ccc2oc(SCc3cn4ccccc4n3)nc2c1	-0.8	81.8	82.7	-1.2	118	1.2	118	-7.0%	2.9%
Cc1cc(C)c2c(N)c(C(=O)Nc3nccs3)sc2n1	-11.7	73.5	85.2	9.7	159	-9.7	159	13.7%	-58.7%
CCOC(=O)c1cnn(-c2ccccc2)c1NC(=O)c1ccccc1C	4.8	99.8	94.9	9.1	152	-9.1	152	-3.0%	-12.3%
CCc1nnc(NC(=O)CSc2nnc(COc3ccccc3)n2Cc2ccccc2)s1	-22.2	81.2	103.4	21.9	112	-21.9	112	-4.4%	-18.7%
Cn1c(Sc2ccccc2Cl)c(C=O)c2ccccc21	/	/	/	19.2	189	-19.2	189	-14.9%	-14.0%
Cn1nnc(NC(=O)c2ccco2)n1	6.8	100.6	93.8	-4.9	51	4.9	51	-5.3%	0.9%
Cc1ccccc1CSCC(=O)NC(=O)NC(C)(C)C	13.9	95.2	81.3	/	/	/	/	-5.2%	2.2%
Cc1ccc(/C=N/n2cnc3sc(-c4ccccc4)cc3c2=O)o1	-5.7	79.7	85.4	6.4	65	-6.4	65	3.6%	10.2%
CCC1(CC)C(=O)N(C)C(=O)NC1=Nc1ccc(OC)cc1	14.2	111.2	97.0	6.7	197	-6.7	197	2.8%	-20.8%
CCOC(=O)C1C(=O)NCC2CCCC21 (stereo not drawn)	-1.3	99.8	101.1	/	/	/	/	-8.0%	-4.4%
Following part.
SMILES	MRP resist rev	MRP resist rev cytotoxicity	MRP resist rev with doxorubicin	NFkB transloc pot	NFkB transloc pot cell count 2 µM	NFkB transloc inh	NFkB transloc inh cell count 2 µM	Bcl-B displacement	PLAP inhibition
N=c1c2c(ncn1CCN1CCOCC1)Oc1ccc3ccccc3c1C2c1ccccc1 (stereo not drawn)	-50.1	2.3	52.4	1.6	155	-1.6	155	8.0%	-76.7%
O=C(CN(c1ccccc1)S(=O)(=O)c1ccccc1)N1CCN(Cc2ccc3c(c2)OCO3)CC1	10.1	78.1	68.1	9.5	130	-9.5	130	-11.2%	-24.0%
CCn1c(C)nc2cc(C(=O)NNS(=O)(=O)c3ccc(C)c(C)c3)ccc21	13.4	90.7	77.3	-6.9	51	6.9	51	-6.1%	-66.6%
CC(C)NC(=O)/C(=C/c1ccco1)c1ccccc1	/	/	/	-10.5	111	10.5	111	-9.6%	5.7%
CS(=O)(=O)N(Cc1ccccc1)c1ccccc1C(=O)Nc1ccccc1C(=O)NCc1ccco1	11.3	79.7	68.4	3.9	182	-3.9	182	-5.3%	10.1%
COC(=O)CSc1nnc(-c2ccccc2OC)n1-c1ccc(C)cc1	-11.1	87.6	98.7	13.9	155	-13.9	155	4.4%	-10.9%
COc1ccc(C2C3=C(N=C4SCC(=O)N42)c2ccccc2CC3)cc1OC (stereo not drawn)	-7.6	69.5	77.1	4.8	182	-4.8	182	9.2%	-47.9%
O=c1[nH]n(CC2COC3(CCCCC3)O2)c(=O)c2ccccc12 (stereo not drawn)	5.9	82.7	76.8	-8.8	76	8.8	76	-2.1%	-44.2%

Arranged by SMILES length (descending): 6 of the compounds above.
SMILES	MRP resist rev	MRP resist rev cytotoxicity	MRP resist rev with doxorubicin	NFkB transloc pot	NFkB transloc pot cell count 2 µM	NFkB transloc inh	NFkB transloc inh cell count 2 µM	Bcl-B displacement	PLAP inhibition
CS(=O)(=O)N(Cc1ccccc1)c1ccccc1C(=O)Nc1ccccc1C(=O)NCc1ccco1	11.3	79.7	68.4	3.9	182	-3.9	182	-5.3%	10.1%
CCn1c(C)nc2cc(C(=O)NNS(=O)(=O)c3ccc(C)c(C)c3)ccc21	13.4	90.7	77.3	-6.9	51	6.9	51	-6.1%	-66.6%
COc1ccc(C2C3=C(N=C4SCC(=O)N42)c2ccccc2CC3)cc1OC (stereo not drawn)	-7.6	69.5	77.1	4.8	182	-4.8	182	9.2%	-47.9%
COC(=O)CSc1nnc(-c2ccccc2OC)n1-c1ccc(C)cc1	-11.1	87.6	98.7	13.9	155	-13.9	155	4.4%	-10.9%
CC(C)NC(=O)/C(=C/c1ccco1)c1ccccc1	/	/	/	-10.5	111	10.5	111	-9.6%	5.7%
CCOC(=O)C1C(=O)NCC2CCCC21 (stereo not drawn)	-1.3	99.8	101.1	/	/	/	/	-8.0%	-4.4%

These rows are one share of the data; count on the stated rates, not on these rows.
